Source: PubChem
Nrf2 block – Nrf2 qHTS screen for inhibitors | A549 ARE-Fluc reporter, luciferase luminescence, 18-24 h | 360,000 tested, 2.1% active | Potency, µM (top dose mostly 46 µM), for the others: at the top dose activity change, negative = inhibition, most hits filed as inhibitors; also: potency is read from the fitted curve at half-maximal effect; % is scaled to controls: 0 for no effect and ±100 for the full control effect; nearly all actives have a fitted effect of over 60% in size
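Concentration-response testing used A549 ARE_Fluc cells at 5000 cells/well. Following an 18-24 h compound incubation, viability was read by fluorescence (Ex 405/Em 525) and luciferase output by luminescence.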
HepG2 tox – qHTS for Inhibitors of TGF-b: Cytotox Counterscreen. HepG2 CAGA-GFP viability, ATP luminescence, 18 h. Potency, µM (series often up to 46.1 µM), for the others: at the top dose activity change, negative = cytotoxicity, actives largely listed as cytotoxic. 410,000 tested, 0.76% active. AID 588856, 2011; also: potency is read from the fitted curve at half-maximal effect; some results filed as inactive show a strong effect at the top dose
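HepG2 CAGA-GFP cells (1000/well, DMEM with 1% FBS) received compound, then TGF-beta at 500 pg/mL final, and were incubated 18 hours at 37 degrees C. Viability was read by CellTiter-Glo luminescence. Media-only wells were set as complete cell-killing and DMSO as no toxicity.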
TGFb inhibitor – qHTS for Inhibitors of TGF-b; HepG2 CAGA-GFP TGF-b/SMAD3 reporter, GFP fluorescence, 18 h; TGF-beta stimulated, 500 pg/mL final; Potency, µM (doses to about 46.1 µM), for inactives: at the top dose activity, negative = inhibition, most hits filed as inhibitors; 410,000 tested, 1.2% active; also: potency is read from the fitted curve at half-maximal effect; % is scaled to controls: 0 for no effect and ±100 for the full control effect; nearly all actives have a fitted effect of over 65% in size
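HEPG2 CAGA-GFP, 1000 cells/well; 2 h settle, 37 C; cpd via pin tool; TGF-b 500 pg/mL final; 18 h, 37 C; GFP imaging ex488/em500-530; %Activity normalised to -TGF-b and +DMSO controls; CRC fit, curve class.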
S2 tox – Viability Counterscreen for Primary qHTS for Inhibitors of ATXN expression | S2 cells (HEK-293 line with an ATXN2-luciferase reporter) viability, CellTiter-Fluor protease fluorescence, 24 h | Potency, µM (highest dose often 56.7 µM), actives largely listed as cytotoxic | 400,000 tested, 0.49% active; also: potency is read from the fitted curve at half-maximal effect; nearly all actives have a fitted effect of over 40% in size
A549 viability – Nrf2 qHTS screen for inhibitors: counterscreen for cytotoxicity; A549 ARE-Fluc cells, CellTiter-Fluor viability, 18-24 h; Potency, µM (titrated, usually from 46 µM), for the others: at the top dose activity change, negative = cytotoxicity, usual class: inhibitors; 390,000 tested, 0.16% active; AID 504648, 2011; also: potency is read from the fitted curve at half-maximal effect; % is scaled to controls: 0 for no effect and ±100 for the full control effect
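A549 ARE-Fluc cells in 5% FBS OPTI-MEM, 5000 cells/well, rested 2 h then exposed to compounds in concentration-response for 18-24 h at 37 °C. Viability by CellTiter-Fluor fluorescence (Ex 405/Em 525) after 30 min; luciferase luminescence (BugLite, 15 min, RT) read afterwards.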
pAkt inh – HTS Assay for Inhibitors of Akt Phophorylation: Primary Screen; Neuro2A IGF-stimulated pAkt S473 HTRF, 20 min; active compounds read low; activity change, % for hits at 50 µM; 360,000 tested, 0.32% active; AID 651550, 2012; in the data active = activity change below about -80%; inconclusive = mostly about -51% to -80%; also: % is scaled to controls: 0 for no effect and ±100 for the full control effect
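Neuro2A cells (4,500/well, DMEM with 0.5% FBS) were treated with compound at a single 50 µM final concentration, stimulated with 6 nM IGF for 20 min at 37 °C, and lysed. Phospho-Akt Ser473 was read by HTRF as 665/615 ratio ×10^4.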
Nrf2 activator – qHTS of Nrf2 Activators; AREc32 ARE-luciferase reporter (MCF7-derived line), luminescence, 24 h; Potency, µM (highest dose often 46.1 µM), for inactives: at the top dose activation, usual class: activators; 410,000 tested, 0.31% active; also: potency is read from the fitted curve at half-maximal effect; % of control where 0% means no effect; nearly all actives have a fitted effect of over 65% in size
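Each well held 1000 AREc32 cells, which were incubated with compound for 24 hr at 37 deg C after overnight attachment, and ARE reporter activity was quantified by firefly luciferase luminescence.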
CCT modulator – High-Throughput Screening for Modulators of Cytosolic Chaperonin Activity | purified chaperonin ATPase assay, HTRF ADP detection, 30 min | activity change, % (test concentration not listed), hits read low | 360,000 tested, 0.3% active; in the data active = activity change below about -30%; also: % is scaled to controls: 0 for no effect and ±100 for the full control effect
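ATPase activity: ADP formed was measured by HTRF Transcreener (665/615 nm ratio) after 30 min at 37 deg C with 10 uM ATP. Compounds screened at one 76 uM concentration against 40 or 20 nM TRiC in Tris pH 7.4/KCl/MgCl2/DTT buffer.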
MmCpn inh – Inhibitors of TCP-1 ring complex (TRiC) of Methanococcus maripaludis (MmCpn): qHTS; purified Mm-Cpn ATPase, ADP Transcreener TR-FRET; Potency, µM (series often up to 76.9 µM), for the others: at the top dose activity, negative = inhibition, most hits filed as inhibitors; 330,000 tested, 0.031% active; AID 504842, 2011; also: potency is read from the fitted curve at half-maximal effect; % is scaled to controls: 0 for no effect and ±100 for the full control effect; nearly all actives have a fitted effect of over 80% in size
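ATP (10 uM final) was added to archaeal chaperonin (25 nM final) after 10 min exposure to test compound at 37°C; after 30 min further incubation, ADP was detected by competitive TR-FRET.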
Numbers without * were called inactive; i = inactive; u = inconclusive; x = no result given; & = joins results of further samples; [ ] = another dose, or the depositor's remark. Unless noted, calls follow the shape of the dose curve; as a rule, active = well fitted curve in the direction sought with a large enough effect; inconclusive = small, poorly fitted or top-dose-only effect, or another doubt; inactive = no such curve, though single readings can be large; an effect the other way counts as inactive or inconclusive.

SMILES	Nrf2 block	HepG2 tox	TGFb inhibitor	S2 tox	A549 viability	pAkt inh	Nrf2 activator	CCT modulator	MmCpn inh
O=C(Nc1ccc2oc(=O)ccc2c1)c1ccc(-c2cccc(Cl)c2)o1	18µM*	4%	-1%	u	-9%	i	0.0%	-0.9	-1%
COC(=O)[C@@H]1C[C@@]2(O)[C@@H](O)[C@@H](O)[C@@H](O)C[C@H]2N1C/C=C/c1ccccc1	13%	-5%	1%	i	0%	i	-1.2%	1.7	-4%
COc1ccc(CNC(=O)c2csnn2)cc1	10%	1%	-1%	i	10%	i	0.1%	-3.2	-2%
Cc1ccc2nc(SCc3nc(-c4ccc(Cl)cc4)no3)[nH]c2c1	u	-73%	u	i	-13%	x	-0.5%	x	x
O=C(O)c1cc(Cl)c2c(c1)[C@@H]1C=CC[C@@H]1[C@H](c1ccc(S(=O)(=O)N3CCOCC3)cc1)N2	0%	-4%	u	u	-15%	i	-0.6%	-3.3	-8%
COC(=O)c1sc2ccccc2c1NC(=O)c1ccc(S(=O)(=O)N2CCCCC2C)cc1 (stereo unspecified)	-6%	5%	-10%	i	-1%	i	-0.5%	0.0	-15%
COc1ccc(-n2nc(C(=O)NCc3ccc(F)cc3)c3c4ccccc4n(C)c3c2=O)cc1	12%	9%	-6%	i	-5%	x	2.5%	x	x
O=C(c1noc2c1CCCC2)N1CCc2ccccc2C1	22%	-14%	2%	i	2%	i	3.9%	-3.4	1%
O=C(COc1cccc(-n2cnnn2)c1)N1CCOCC1	1%	3%	0%	i	x	i	-0.2%	1.5	-1%
CCOc1ccc(/C=C/C(=O)Nc2ccc(OC)cc2[N+](=O)[O-])cc1	-14%	0%	156%[activator]	i	-19%	i	0.4%	0.8	-16%
COc1ccc(-c2nc3ccccc3s2)cc1NC(C)=O	u	-13%&0%	7%&4%	i	2%&8%	i	7.0%&15%	-0.3	-2%
O=C(O)c1ccc(C2(c3ccc(C(=O)O)cc3)OC(=O)c3ccccc32)cc1	3%	11%	9%	i	7%	i	-0.3%	1.9	1%
COc1ccc2[nH]cc(CCNC(=O)Cc3c(F)cccc3Cl)c2c1	u	2%	21%	i	1%	i	0.0%	-4.5	-7%
Cc1cc(OCC(O)CNC(C)(C)C)ccc1Cl (stereo unspecified)	0%	-22%	5%	i	13%	i	0.4%	-4.2	0%
O=C(c1ccc([N+](=O)[O-])c(CS(=O)(=O)c2ccc(Cl)cc2)c1)N1CCCCC1	6%	0%	-9%	i	-1%	i	3.1%	-9.6	-1%
O=C1CCC(C(=O)N2CCSCC2)CN1Cc1ccc(Cl)cc1 (stereo unspecified)	u	10%	30%	i	-1%	x	-0.1%	-4.0	0%
Cc1c(Cl)cccc1NC(=O)CCN1C(=O)C2CC=CCC2C1=O (stereo unspecified)	9%	-2%	-2%	i	-4%	i	-1.2%	-2.4	-2%
CNC(=O)C1(C)C=CC2(CCCCC2)N1C(=O)OC (stereo unspecified)	0%	1%	u	i	-3%	i	-0.7%	-3.7	x
Cc1c(C(=O)OCC(=O)N2CCC(C)CC2)oc2ccccc12	13%	-37%	2%	i	-7%	i	2.7%	2.3	1%
CCOc1ccc(N(C(C)C(=O)Nc2cccnc2)S(C)(=O)=O)cc1 (stereo unspecified)	3%	11%	3%	i	3%	i	0.6%	1.0	2%
COc1cc(NC(=O)CS(=O)(=O)c2ccccc2)cc(OC)c1OC	0%	9%	0%	i	-12%	i	-0.5%	1.5	1%
CC(C)c1ccc(NC(=O)C2CCCN(S(=O)(=O)c3cccc4cccnc34)C2)cc1 (stereo unspecified)	-11%	-8%	0%	u	-9%	x	8.8%	x	x
O=C(N=Nc1c(O)n(Cc2ccccc2)c2ccccc12)c1ccncc1	0%	-30%	-11%	i	-6%	i	0.8%	1.4	0%
COc1ccccc1N1CCN(c2nc3ccccc3n3cnnc23)CC1	u	-9%	33%[activator]	i	-3%	x	3.5%	x	x
O=C(Cn1c(=O)oc2ccccc21)NCc1ccco1	-12%	-21%	-10%	i	-4%	i	0.3%	-5.8	2%

Exported as labelled records: part of the list above.
O=C(COc1cccc(-n2cnnn2)c1)N1CCOCC1
  Nrf2 block = 1%; HepG2 tox = 3%; TGFb inhibitor = 0%; S2 tox = i; A549 viability = x; pAkt inh = i; Nrf2 activator = -0.2%; CCT modulator = 1.5; MmCpn inh = -1%

COc1ccc(-n2nc(C(=O)NCc3ccc(F)cc3)c3c4ccccc4n(C)c3c2=O)cc1
  Nrf2 block = 12%; HepG2 tox = 9%; TGFb inhibitor = -6%; S2 tox = i; A549 viability = -5%; pAkt inh = x; Nrf2 activator = 2.5%; CCT modulator = x; MmCpn inh = x

Following part
SMILES	Nrf2 block	HepG2 tox	TGFb inhibitor	S2 tox	A549 viability	pAkt inh	Nrf2 activator	CCT modulator	MmCpn inh
COC(=O)c1cnn(-c2ccc(C(=O)Nc3ccc(OC(F)(F)F)cc3)cc2)c1N	x	-8%	-20%	i	1%	x	0.0%	x	x
O=C(NCCOC(=O)C1COc2ccccc2O1)C1COc2ccccc2O1 (stereo unspecified)	16%	7%	-1%	i	-9%	i	0.0%	1.8	0%
COc1ccc(NC(=O)COCc2cc(-c3ccco3)on2)cc1	x	-9%	u	i	0%	x	8.5%	x	x
CCOC(=O)c1[nH]c(C)c(/C(O)=C2\C(=O)C(=O)N(CCN(C)C)C2c2ccco2)c1C (stereo unspecified)	9%	-46%	14%	i	0%	i	1.6%	-1.4	2%
COc1cccc(C(=O)N2CCN(Cc3ccc(OC)cc3OC)CC2)c1	0%	1%	-6%	i	7%	i	-0.1%	-0.4	-27%
CCOC(=O)C1CCN(S(=O)(=O)c2ccc3c(c2)NC(=O)C(C)S3)CC1 (stereo unspecified)	2%	0%	-5%	i	1%	i	-0.2%	1.9	0%
CCOC(=O)N1CCC(NC(=O)CSCc2nc(-c3sccc3C)oc2C)CC1	u	-14%	-25%	i	-8%	i	1.9%	-0.1	-1%
Nc1nonc1-n1nnc(C(=O)N/N=C/c2cccnc2)c1-c1cccs1	-4%	-53%	-3%	i	1%	i	-0.6%	-0.8	1%
O=C1c2ccccc2CN1CCSC(=S)N1CCOCC1	u	5%	-9%	i	3%	i	-0.1%	-4.8	2%
N#Cc1ccc(OCC(=O)NNC(=O)C2CCCCC2)cc1	1%	-23%	-21%	i	1%	i	0.1%	-1.4	2%
CCCOc1ccc(CNC(=O)CCCn2nc(C)c3sc4ccccc4c3c2=O)cc1	u	8%	19%	x	0%	x	-0.3%	x	x
COC(=O)CC1COc2ccccc2N1C(=O)c1cccc(Cl)c1 (stereo unspecified)	u	7%	u	i	-5%	i	-0.4%	-2.6	1%
Cc1cc(Cl)ccc1C(O)c1ncc(-c2cccc3ccccc23)[nH]1 (stereo unspecified)	x	-37%	13µM*	i	x	i	0.6%	0.5	x
COC(=O)c1ccccc1NC(=O)CCCn1nc([N+](=O)[O-])c(Br)c1C	u	-8%	-2%	i	10%	i	7.2%	0.6	0%
COCCNC(=O)C(c1ccc(F)cc1)N(Cc1ccco1)C(=O)CCC(=O)Nc1nccs1 (stereo unspecified)	x	-2%	3%	i	6%	i	-1.2%	2.6	-1%
Cc1nn(-c2nc3ccccc3s2)c(N)c1-c1ccccc1	u	-33%	15%	i	8%	i	12%	-2.8	2%
O=C(NCc1csc(-c2cccs2)n1)c1ccccc1	-6%	9%	u	i	23%	i	u	2.3	-8%
O=C(NC[C@H]1CCCO1)c1cccc2c1C(=O)c1ccc(-c3ccc(F)cc3OCc3ccccc3)cc1S2(=O)=O	u	-1%	-14%	i	5%	i	5.6%	-1.3	-4%
CCOc1cc(/C=N/NC(=O)c2ccc(NC(=O)C3CC3)cc2)ccc1O	5%	-17%	-5%	i	3%	i	0.2%	-3.0	-4%
CCc1ccc(CN(C)C(=O)c2cc(COc3cccc(C(F)(F)F)c3)on2)nc1	-9%	-12%	-25%	i	0%	i	1.6%	1.2	-4%
CS(=O)(=O)c1ccc(C(=O)Nc2ccc(N3CCOCC3)cc2)c(Cl)c1	-18%	3%	8%	i	-8%	i	-1.0%	0.1	-3%
COc1ccc(S(=O)(=O)N2CCC(C(=O)N3CCCCCC3)CC2)cc1	-4%	0%	3%	i	-2%	i	0.2%	-1.3	-1%
COc1ccccc1C(=O)Nc1cc(C)on1	u	0%	-1%	i	-1%	i	3.5%	-3.9	1%
COc1cc(OC)cc(C(=O)NC(=S)NCc2ccco2)c1	x	-24%	11%	i	26%	i	1.9%	2.6	-1%
CC(CC(=O)Nc1cc([N+](=O)[O-])ccc1Cl)c1ccccc1 (stereo unspecified)	-10%	-24%	39%[activator]	i	-4%	i	-0.3%	-3.2	-1%
CN(CC(=O)Nc1c(Cl)cccc1Cl)C(=O)c1cc(-c2cccs2)nn1-c1ccccc1	-19%	10%	-16%	i	0%	i	-0.5%	-7.4	-15%
O=C(NCc1ccc2c(c1)OCO2)C1COc2ccccc2O1 (stereo unspecified)	8%	-24%	4%	i	0%	i	0.1%	0.0	1%
CCn1cc(/C=C(\NC(=O)c2cc(OC)c(OC)c(OC)c2)C(=O)NCCN2CCOCC2)c2ccccc21	10%	0%	-3%	i	0%	i	0.0%	0.6	2%

Outcome played no part in choosing rows; about 4.4% have a hit in one of these screens.
